CD11b adhes enh: increases human CD11b/CD18 adhesion to fibrinogen; P05107+P11215; K562 CD11b/CD18 adhesion to fibrinogen, ATPlite luminescence; activation, % at 10 µM; actives 0.07% (n = 93,000); AID 1499;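 active = 10 µM primary screen giving 50% or more activity, confirmed by 40% or more on retest at that dose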; note: strong numbers were not always called active; reference of the scale not given here
Target sequence (P05107 whole entry, looked up, other chains not shown): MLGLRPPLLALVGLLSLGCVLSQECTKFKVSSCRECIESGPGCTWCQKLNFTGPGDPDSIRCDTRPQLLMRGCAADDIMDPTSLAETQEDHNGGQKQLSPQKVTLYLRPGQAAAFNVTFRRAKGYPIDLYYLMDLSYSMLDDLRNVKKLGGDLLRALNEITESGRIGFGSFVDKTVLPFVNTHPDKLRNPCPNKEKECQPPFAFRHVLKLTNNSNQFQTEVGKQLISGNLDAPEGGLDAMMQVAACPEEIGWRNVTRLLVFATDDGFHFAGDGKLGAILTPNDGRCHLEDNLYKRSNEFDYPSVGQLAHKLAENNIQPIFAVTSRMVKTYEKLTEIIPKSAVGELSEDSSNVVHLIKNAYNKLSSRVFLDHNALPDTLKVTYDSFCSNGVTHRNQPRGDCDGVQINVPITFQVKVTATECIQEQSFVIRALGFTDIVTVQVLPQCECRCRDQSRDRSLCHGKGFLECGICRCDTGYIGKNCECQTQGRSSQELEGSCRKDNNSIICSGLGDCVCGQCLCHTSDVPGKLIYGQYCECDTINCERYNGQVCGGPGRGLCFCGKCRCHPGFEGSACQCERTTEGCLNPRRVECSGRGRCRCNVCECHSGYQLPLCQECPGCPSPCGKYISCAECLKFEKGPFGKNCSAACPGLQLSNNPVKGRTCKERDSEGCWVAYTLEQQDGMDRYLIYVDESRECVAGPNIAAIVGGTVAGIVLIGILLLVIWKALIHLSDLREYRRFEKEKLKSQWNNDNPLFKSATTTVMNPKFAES
Numbers without * were called inactive. A portion of the library (hit frequency here may not be typical).

SMILES	CD11b adhes enh
Cc1ccc(C2C(C#N)=C(N)N(c3ncn[nH]3)C3=C2C(=O)CC(C)(C)C3)cc1 (configuration not stated)	0
Cc1ccc2[nH]c(O)c(N=NC(=O)C3CC3c3ccccc3)c2c1Br (configuration not stated)	26
CCOC(=O)c1sc(NC(=O)c2cccc(S(=O)(=O)N(CC)CC)c2)cc1C	-4
Cc1cc(C)n2nc(SCC(=O)N/N=C/c3cccc(Br)c3)nc2n1	0
Fc1ccc(/C=C/c2nnc(-c3cccs3)o2)cc1	12
COc1ccc(/C=N/NC(=O)C2c3ccccc3Oc3ccccc32)c(OC)c1	-3
Cc1ccc(-c2nc3ccccc3s2)cc1NC(=O)c1ccc2c(c1)OCO2	-6
Cc1ccc(/C=N\Nc2nc3ccc(Cl)cc3[nH]2)o1	-2
O=C(COC(=O)c1ccc([N+](=O)[O-])s1)Nc1ncc(C(F)(F)F)cc1Cl	12
CC1=C(C)CC(C(=O)NNC(=O)c2ccccc2O)C(C(=O)O)C1 (configuration not stated)	-2
Cc1ccc(OCC(=O)Nc2sc3c(c2C#N)CCC3)cc1	-3
COc1cccc(/C=N/NC(=O)c2ccc(-c3ccccc3)cc2)c1O	-3
COC(=O)Cn1cc(/C=N/NC(=O)COc2cccc3cccnc23)c2ccccc21	9
O=C(NCC(c1cccs1)N1CCOCC1)c1ccccc1NS(=O)(=O)c1cccc([N+](=O)[O-])c1 (configuration not stated)	-5
COc1ccccc1C1CC(c2ccc(Br)cc2)=NN1C(=O)c1cccnc1 (configuration not stated)	-7

Quoted at random: four entries already listed
SMILES	CD11b adhes enh
CC1=C(C)CC(C(=O)NNC(=O)c2ccccc2O)C(C(=O)O)C1 (configuration not stated)	-2
COc1ccccc1C1CC(c2ccc(Br)cc2)=NN1C(=O)c1cccnc1 (configuration not stated)	-7
Cc1ccc(/C=N\Nc2nc3ccc(Cl)cc3[nH]2)o1	-2
Fc1ccc(/C=C/c2nnc(-c3cccs3)o2)cc1	12

Additional compounds
SMILES	CD11b adhes enh
O=Cc1ccc(OCC(=O)NC(=O)NC2CCCCC2)cc1	-2
CNc1c([N+](=O)[O-])cnn1-c1ccc(Cl)cc1	0
COC(CNC(=O)c1cc(C(=O)c2c(-c3c(Cl)cccc3Cl)noc2C)c[nH]1)OC	0
Cc1cc(C)c(C)c(S(=O)(=O)N2C(=S)NC(=O)C2C(C)C)c1C (configuration not stated)	-7
Cc1ccc(C)c(SCC(=O)OCC(=O)Nc2ncc(C(F)(F)F)cc2Cl)c1	-4
O=C(N/N=C/c1c[nH]c2ccccc12)c1[nH]c2ccc(Br)cc2c1-c1ccccc1	-2
Cc1ccc2c(c1)c(C)cc[n+]2Cc1ccccc1	-5
Cc1ccc(NC(=O)CN(C)C(=O)c2ccc(Cl)c([N+](=O)[O-])c2)cc1	17
COc1ccc(N2CC(C(=O)Nc3cc(C)on3)CC2=O)cc1 (configuration not stated)	2
COc1ccccc1C(O)(C(=O)NN(C)c1ccccc1)c1ccccc1OC	-2
Cc1ccc(Cc2cnc(NC(=O)/C(C#N)=C/c3ccc(-c4cccc([N+](=O)[O-])c4)o3)s2)cc1	36
Cc1ccc(C(=O)ONc2ccc(N=O)cc2)cc1	-8
Cc1ccc(C(C)NC(=O)/C(C#N)=C\c2c(C)[nH]c3ccccc23)cc1 (configuration not stated)	-2
Cc1ccc2cc(C3CC(c4ccco4)=NN3S(=O)(=O)c3ccccc3)c(Cl)nc2c1 (configuration not stated)	71
Nc1oc2ccccc2c(=O)c1C=O	-5

Exported as labelled records: 2 of the compounds above.
> O=Cc1ccc(OCC(=O)NC(=O)NC2CCCCC2)cc1
  CD11b adhes enh = -2
> Cc1ccc(C(=O)ONc2ccc(N=O)cc2)cc1
  CD11b adhes enh = -8

Remaining list, next part.
SMILES	CD11b adhes enh
C/C(Cn1nc([N+](=O)[O-])cc1C)=N\NC(=O)COc1ccc(Cl)cc1Cl	1
COc1ccc(C2Nc3ccccc3C(=O)N2c2ccc(C)cc2)cc1COc1ccccn1 (configuration not stated)	-1
Cc1ccccc1NC(=O)c1ccc(CN2CCc3ccccc3C2)cc1	2
O=C(NC1CCCCC1)NC1CC2CCC(C1)N2C(=S)NCc1ccco1 (configuration not stated)	-3
CCC(C)NCCOCCSc1ccc(Cl)cc1 (configuration not stated)	5
Cc1nc2sccc2c(=O)n1-c1cccc(Cl)c1	-2
Cc1cc(C)c2c(-n3cccc3)c(NC(=O)OCc3ccccc3)sc2n1	2
O=C(N/N=C/c1ccc(-c2cccc(C(F)(F)F)c2)o1)c1cccc(F)c1	-9
Cc1cc(-c2c(C)[nH]n(-c3ccccc3)c2=O)n(-c2ccccc2)n1	5
COc1cc(/C=N/NC(=O)c2ccccn2)cc2c1OCO2	-3
CCCCC(=O)Nc1ccc(C(=O)Nc2ccc(OC)cc2[N+](=O)[O-])cc1	26
CCOc1ccccc1OCCCC(=O)Nc1sccc1C(N)=O	6
Cc1cc(Br)cn2ccnc12	6
Cc1ccc(C(=O)NCCSc2snnc2C)cc1	1
CCOc1cc(C)ccc1OCc1nnc(SCC(=O)c2cccc([N+](=O)[O-])c2)n1CC	2
CC(C)n1c(=S)[nH]c2c1c(=O)[nH]c(=O)n2C	16
Clc1ccc(-c2csc(N3CCC(c4ccccc4)C3)n2)cc1 (configuration not stated)	-4
O=C1N/C(=C/c2ccc(N3CCOCC3)cc2)C(=O)N1Cc1ccc(F)cc1	-6
COc1cccc(C(=O)n2c(SC)nc3cc4c(cc32)OCCO4)c1	0
CN(C)CCCNCC(=O)Nc1ccccc1N1CCOCC1	-3
FC(F)(F)c1nc(-c2cccnc2)ncc1-c1nnnn1-c1ccccc1	-1
CCOC(=O)/C(=C\c1cn(C)c2ccccc12)[N+](=O)[O-]	-2
COc1ccc(NC(=O)C(Sc2nnc3ccccn23)c2ccccc2)cc1Cl (configuration not stated)	1
O=C(Nc1ccc(N2CCOCC2)c2nonc12)C1CCCC1	-4
CCC(CC)NC(=O)CCc1nc2ccccc2c(=O)[nH]1	-1
COc1cc(CN(C)C(C)C(=O)Nc2ccc([N+](=O)[O-])cc2Cl)ccc1OC(F)F (configuration not stated)	-7
COc1cccc(C(=O)N=c2sc3c(C)ccc(OC)c3n2C)c1	29
CCN(CC)S(=O)(=O)c1ccc(OC)c(NS(=O)(=O)c2ccc(F)cc2)c1	2
CC(C)n1c(/C=C/c2ccccc2)nc2ccccc21	1
CSc1cccc(NC(=O)CCCOc2ccccc2)c1	-1
C=CCOc1ccc(C2C(C#N)=C(N)N(Nc3ccccc3)C3=C2C(=O)CCC3)cc1OC (configuration not stated)	-4
O=C(CCC(NC(=O)OCc1ccccc1)C(=O)OCC(=O)N1CCCCC1)OCC(=O)N1CCCCC1 (configuration not stated)	-4
Cc1ccc(-n2cc3c(-c4cccc(Br)c4)nnc(C)c3n2)cc1	2
CSCCC(NC(=O)c1ccccc1)C(=O)N/N=C(\C)c1ccccc1 (configuration not stated)	-2
COCCn1c(SCc2nc3scc(-c4ccc(Cl)cc4)c3c(=O)[nH]2)nnc1-c1cccc(C)c1	-5
COc1ccc(N(C)C(=O)c2ccc3nc(-c4ccccc4)c(-c4ccccc4)nc3c2)cc1	-4
COc1cccc(N(CC(=O)Nc2ccccc2C)S(C)(=O)=O)c1	-6
CN(C)c1ccc(/C=N/Nc2ccc(-n3ccnc3)nn2)cc1	0
O=C(Nc1ccccc1)C(=O)c1cn(CC(=O)N2CCCCC2)c2ccccc12	-3
Cc1cc(OCC(=O)O/N=C(\N)Cc2cccs2)ccc1Br	-6
Nc1ccc(C(=O)OCC(=O)Nc2cc([N+](=O)[O-])ccc2F)cc1	-1
COc1ccc(N(CC(=O)N/N=C/c2ccc(-c3ccc([N+](=O)[O-])cc3)o2)S(=O)(=O)c2ccc(C)cc2)cc1Cl	104
O=C(COC(=O)Cn1cnc2ccccc2c1=O)Nc1ccc(Cl)cc1	0
C/C(=N/OCO/N=C(/C)c1ccc(F)cc1)c1ccc(F)cc1	9
O=C(CCc1nc2ccccc2s1)OCc1ccccc1F	-2
CC(=O)Oc1ccc(-c2cccc(C(=O)OCC(=O)Nc3ccccc3Oc3ccccc3)c2)cc1	6
CNC(=S)N1N=C(c2ccc(C)cc2)CC1c1ccc(OC)c(OC)c1 (configuration not stated)	1
Cc1ccc(C(=O)Nc2cc(Cl)ccc2Oc2ccccc2)cc1[N+](=O)[O-]	1
O=C(CSCc1ccccc1Cl)NNC(=O)c1ccccc1	-2
Cc1c(Cl)c([N+](=O)[O-])nn1CCCC(=O)Nc1sc2c(c1C#N)CCC2	4
O=C(CCNC(=O)c1ccccc1Cl)Nc1nc(-c2ccc(F)cc2)cs1	-6
COc1ccc(/C=C/C(=O)NC(C)C)cc1Br	0
COC(=O)c1cc(C#N)c(Oc2ccc(F)cc2)nc1C	-5
COc1ccc(C2C3=C(OC(C)=O)c4ccccc4C3=Nc3c2c(=O)n(C)c(=O)n3C)cc1 (configuration not stated)	0
Cc1cc(OCCN2CCCCCC2)ccc1[N+](=O)[O-]	3
CSC(=NC#N)N1CCN(c2ccccc2)CC1	-1
O=[N+]([O-])c1ccc(N2CCN(S(=O)(=O)c3ccccc3)CC2)cc1NCc1cccnc1	0
Cc1ccccc1Nc1nc(-c2sc(NC(=O)c3ccccc3)nc2C)cs1	11
O=C(c1cccc2ccccc12)N1CCN(c2ccc([N+](=O)[O-])c(NCc3ccco3)c2)CC1	0
Cc1cccc(Nc2ccccc2C(=O)OCC(=O)N(C)C2CCS(=O)(=O)C2)c1C (configuration not stated)	-5

More entries
SMILES	CD11b adhes enh
CC(=O)Nc1ccc(Sc2ncccc2C(=O)Nc2cc(Cl)cc(Cl)c2)cn1	-4
CCOC(=O)c1c(C)[nH]c(C(=O)COC(=O)[C@H](C)NC(=O)c2ccccc2Cl)c1C	9
CC/C(=N\NC(=O)CSCc1ccccc1Br)c1ccc2c(c1)OCCO2	-2
Cc1[nH]c2ccccc2c1C(=O)Cn1c(=O)oc2ccccc21	-2
CC(=O)N1N=C(C)CC1c1ccc(OCc2ccccc2)cc1 (configuration not stated)	-5
Cc1cc(Br)ccc1NC(=O)c1ccccc1-c1ccccc1	7
CC1CCN(c2cc(C#N)c(C#N)cc2[N+](=O)[O-])CC1	1
COc1ccc(-n2c(=O)c3ccccc3c3ccccc3c2=O)c(OC)c1	-2
Cc1nn(Cc2ccc(Cl)cc2)c(C)c1NC(=O)Cn1nc([N+](=O)[O-])c(Cl)c1C	-4
COC(=O)c1c(-c2ccc3ccccc3c2)csc1NC(=O)Cc1ccc(OC)c(OC)c1	29
O=C(N/N=C\c1ccc(COc2ccc([N+](=O)[O-])cc2)o1)c1cccc(Cl)c1	-8
Clc1ccc(C2=Nn3c(nnc3-c3cc(-c4ccccc4)n[nH]3)SC2)cc1	0
COc1cc(CNCCc2ccccc2)ccc1OCc1ccc(Cl)nc1	-4
Cc1nn(-c2ccccc2)c(C)c1/C=N/NC(=O)c1cc(C23CC4CC(CC(C4)C2)C3)[nH]n1	2
COc1ccc(/C=C(/C(=O)c2ccc(Cl)cc2Cl)n2cncn2)cc1	-2
Cn1c(N)c(C(=O)CSc2nc(N)cc(=O)[nH]2)c(=O)n(C)c1=O	2
COc1ccccc1CNC(=O)c1ccc(OCC2CCCO2)cc1 (configuration not stated)	-2
COC(=O)c1cc(NS(=O)(=O)c2ccc(NCc3cccnc3)c([N+](=O)[O-])c2)cc(C(=O)OC)c1	-3
CCCC(CCC(=O)Nc1ccc(S(N)(=O)=O)cc1)C(=O)O (configuration not stated)	1
COc1ccc(S(=O)(=O)N/N=C(/C)c2cccc(NC(=O)c3ccccc3Cl)c2)cc1	18
Cc1ccc(NC(=O)CN(C)C(=O)Cn2cc(C(F)(F)F)ccc2=O)cc1	-3
CC(NC(=O)/C=C/c1ccc(Br)cc1)c1ccccc1 (configuration not stated)	-5
N#Cc1ccc(Oc2cc(C(F)(F)F)nc(-c3ccccn3)n2)cc1	-4
O=C(c1ccccc1)N1CN2CN(C(=O)c3ccccc3)CC([N+](=O)[O-])(C2)C1	-4
Cc1ccc2c(c1)sc1nc(=O)n(-c3cccc(Cl)c3)c(=O)n12	4
Cc1cccc(C)c1NC(=O)COc1ccc2c(C)c(Cc3ccccc3)c(=O)oc2c1	1
Cc1nn(C(=O)Cn2ccc([N+](=O)[O-])n2)c(C)c1Br	1
O=C(Oc1ccc(-c2cnc3ccccc3n2)cc1)c1cc([N+](=O)[O-])ccc1Cl	-1
CCOC(=O)NNC(=O)c1ccc(Cl)cc1	3
COC(=O)c1cccnc1N1CCN(c2ccccc2F)CC1	-7

Some values from the results shown:
`CCCC(CCC(=O)Nc1ccc(S(N)(=O)=O)cc1)C(=O)O` (configuration not stated) @ CD11b adhes enh = 1
`Cc1nn(C(=O)Cn2ccc([N+](=O)[O-])n2)c(C)c1Br` @ CD11b adhes enh = 1
`COc1ccc(S(=O)(=O)N/N=C(/C)c2cccc(NC(=O)c3ccccc3Cl)c2)cc1` @ CD11b adhes enh = 18

The results go on:
SMILES	CD11b adhes enh
Cc1ccn2c(C(=O)CSc3ccccc3Cl)c(C)nc2c1	-1
O=c1cccccc1NCc1ccccc1	4
COc1cc(/C=N/Nc2nc3ccccc3s2)ccc1OC(=O)c1ccccc1F	-2
N#Cc1ccc(-c2nc3ccccc3nc2-c2ccccc2)cc1C#N	-1
O=C(COC(=O)c1ccccc1C(=O)c1ccccc1)NCCc1ccc(Cl)cc1Cl	8
CC(Sc1nc(N)c2c3c(sc2n1)CSC(C)(C)C3)C(=O)Nc1ccccc1 (configuration not stated)	0
Cc1ccc(/C(N)=N/OC(=O)COc2ccccc2Cl)cc1	-2
COC(=O)C(CC(C)C)NC(=O)CNC(=O)c1ccccc1C (configuration not stated)	0
COc1ccc(NC(=O)/C=C/c2ccccc2[N+](=O)[O-])c(OC)c1	0
Cc1nn(Cc2ccc(Cl)cc2Cl)c(Cl)c1/C=N/NC(=O)CNc1cccc(C(F)(F)F)c1	7
COc1cnn(-c2ccccc2)c(=O)c1SCc1ccc(Cl)cc1Cl	4
O=C(CSc1ncccn1)N/N=C/c1cccs1	-3

Ordered by molecular weight (ascending): some entries from above.
SMILES	CD11b adhes enh
O=C(CSc1ncccn1)N/N=C/c1cccs1	-3
COc1ccc(NC(=O)/C=C/c2ccccc2[N+](=O)[O-])c(OC)c1	0
Cc1ccn2c(C(=O)CSc3ccccc3Cl)c(C)nc2c1	-1
CC(Sc1nc(N)c2c3c(sc2n1)CSC(C)(C)C3)C(=O)Nc1ccccc1 (configuration not stated)	0
O=C(COC(=O)c1ccccc1C(=O)c1ccccc1)NCCc1ccc(Cl)cc1Cl	8

Screens (PubChem BioAssay)
